Cycloheximide cs = counter-screen hit for Shiga toxin inhibitors, cycloheximide | cell reporter, cycloheximide protein synthesis inhibition counterscreen | AID 2314 | max response, % | 12% of 300,000 active; in the data active means max response mostly above about 13%, no sharp cut-off; inactive means mostly below about 14%; further: read at 38.3 µM for the half of the compounds with a filed dose; 0% is about no effect
Pf growth 48h = P. falciparum growth inhibition at 48 hours (one generation). Potency, µM (highest dose often 28.7 µM), for the others: at the highest dose activity change, negative = inhibition, hits mostly inhibitors. P. falciparum luciferase growth in erythrocytes, 48 h. 5.9% of 310,000 active; further: potency means the concentration at half of the fitted maximal effect; on the % scale 0 is the no-effect control and ±100 the full control effect
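Parasite viability was followed by luminescence of a genomically integrated firefly luciferase. Cultures held 0.1% parasitemia at 2% hematocrit (final), incubated under 5% CO2 at 37 C.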
AmpC no deterg = AmpC beta-lactamase inhibition without detergent; P00811; AmpC nitrocefin hydrolysis, absorbance 480 nm, 0.0001% Triton; Potency, µM (series often up to 57.1 µM), for the others: at the top dose activity change, negative = inhibition, hits mostly inhibitors; 0.52% of 330,000 active; AID 485341;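 further: potency means the concentration at half of the fitted maximal effect; plate controls were no compound for no effect and no enzyme for full effect; nearly all actives have a fitted effect of over 20% in size; some results filed as inactive show a strong effect at the top dose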
Target sequence (P00811 whole entry, looked up): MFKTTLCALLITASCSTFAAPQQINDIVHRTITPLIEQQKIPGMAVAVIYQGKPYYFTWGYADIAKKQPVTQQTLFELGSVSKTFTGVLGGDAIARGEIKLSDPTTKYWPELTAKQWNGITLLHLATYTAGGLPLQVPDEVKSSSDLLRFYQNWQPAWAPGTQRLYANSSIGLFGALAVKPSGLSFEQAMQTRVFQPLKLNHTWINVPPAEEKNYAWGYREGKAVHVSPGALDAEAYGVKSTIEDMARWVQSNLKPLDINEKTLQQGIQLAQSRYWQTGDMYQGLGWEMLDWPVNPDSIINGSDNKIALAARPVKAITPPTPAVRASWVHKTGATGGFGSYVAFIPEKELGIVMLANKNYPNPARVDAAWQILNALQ
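20 mM phosphate pH 7.0 + 0.01% (detergent screen) or 0.0001% Triton X-100; 5.3 nM AmpC reagent; cpd preinc 15 min RT; nitrocefin (800 uM stock) to start; A480 q20 s × 4 min; Activity was normalised to no-enzyme and no-compound control wells.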
Pf growth 96h = P. falciparum growth inhibition at 96 hour, primary screen for plastid delayed-death inhibitors; Potency, µM (highest dose often 28.7 µM), inactives show at the highest dose activity change, negative = inhibition, most hits filed as inhibitors; P. falciparum luciferase reporter growth, 96 h; 6.9% of 320,000 active; further: potency means the concentration at half of the fitted maximal effect; on the % scale 0 is the no-effect control and ±100 the full control effect
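96 h incubation, 37 C, 5% CO2, of luciferase-reporter P. falciparum-infected RBCs (2% hematocrit, 0.05% parasitemia final) with test compounds; endpoint luminescence.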
Shiga inhibitor = Shiga toxin inhibition | AID 2315 | 9.2% of 290,000 active | Vero cells, Shiga toxin protein synthesis inhibition reporter | inhibition, % at 38.7 µM; in the data active means inhibition mostly above about 28%, no sharp cut-off; inactive means mostly below about 43%; further: 0% is about no effect
LmPK inhibitor = inhibitors of Leishmania mexicana pyruvate kinase; 0.37% of 290,000 active; Potency, µM (top dose mostly 57.5 µM), inactives show top-dose activity change, negative = inhibition, usual class: inhibitors; purified LmPK, Kinase-Glo ATP luminescence, 1 h; AID 1721; further: potency means the concentration at half of the fitted maximal effect; on the % scale 0 is the no-effect control and ±100 the full control effect
Target sequence (Q27686 whole entry, looked up): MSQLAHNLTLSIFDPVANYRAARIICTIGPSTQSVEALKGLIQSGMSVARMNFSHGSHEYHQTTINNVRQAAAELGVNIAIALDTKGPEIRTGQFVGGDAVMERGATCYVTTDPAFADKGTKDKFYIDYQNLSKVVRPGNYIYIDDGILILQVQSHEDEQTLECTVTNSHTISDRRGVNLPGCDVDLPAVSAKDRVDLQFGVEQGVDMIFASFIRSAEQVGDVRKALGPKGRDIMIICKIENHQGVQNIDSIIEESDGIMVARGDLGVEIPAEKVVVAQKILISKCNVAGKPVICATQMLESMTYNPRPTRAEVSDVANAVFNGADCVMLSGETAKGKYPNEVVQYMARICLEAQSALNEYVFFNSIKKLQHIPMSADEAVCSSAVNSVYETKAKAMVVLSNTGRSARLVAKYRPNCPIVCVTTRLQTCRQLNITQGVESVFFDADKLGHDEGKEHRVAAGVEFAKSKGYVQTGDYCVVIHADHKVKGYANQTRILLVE
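Screened at intermediate enzyme activity to detect both inhibitors and activators: LmPK at 0.1 nM, with a 0.5 nM enzyme column as activation reference. PEP 0.5 mM, ADP 0.1 mM; ATP detected by luminescence after 1 h.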
Tb PYK inh = inhibitors of Trypanosoma brucei pyruvate kinase; Q57TT1; TbPYK enzyme, Kinase-Glo Plus ATP luminescence, 45 min; Potency, µM (doses to about 76.8 µM), without a hit: at the top dose activity, negative = inhibition, actives largely listed as inhibitors; 0.12% of 410,000 active; AID 624173; further: potency means the concentration at half of the fitted maximal effect; on the % scale 0 is the no-effect control and ±100 the full control effect; nearly all actives have a fitted effect of over 50% in size
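Screened from lowest to highest concentration, compounds were pinned into TbPYK/substrate mixtures, and ADP (130 uM final) was added. Plates sat at room temperature for 45 min prior to Kinase-Glo Plus detection by luminescence.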
The depositor's hits bear a star; ? = inconclusive; nt = no result given; [ ] = dose if it differs, or a comment. Unless noted, the call rests on the fitted dose curve; in most records, active means well fitted curve in the direction sought with a large enough effect; inconclusive means small, poorly fitted or top-dose-only effect, or another doubt; inactive means no such curve, though single readings can be large; an effect the other way counts as inactive or inconclusive.

SMILES	Cycloheximide cs	Pf growth 48h	AmpC no deterg	Pf growth 96h	Shiga inhibitor	LmPK inhibitor	Tb PYK inh
COC(=O)Cc1c(C)c2ccc(OCC(=O)N(C)C3CCS(=O)(=O)C3)cc2oc1=O (centres undefined)	-5.1	0.7%	11.3%	-47.0%	-18.7	-0.9%	1.7%
COc1cc([N+](=O)[O-])ccc1NC(=O)CCCOc1cccc(C)c1C	5.7	7.8%	-11.8%	2.94µM*	-9.4	3.1%	-5.2%
COC(=O)CSc1nsc(SCC(=O)OC)c1C#N	-4.6	15.5%	-15.4%	7.8%[5.75 µM]	-0.9	-4.3%	5.5%
Cc1c(CCC(=O)O)c(=O)oc2cc3oc4c(c3cc12)CCCC4	-2.8	-4.1%	-15.7%	-1.4%	-3.3	1.9%	-4.6%
CCc1cc2c(=O)n(CC)c(SC(C)C(=O)Nc3c(C)n(C)n(-c4ccccc4)c3=O)nc2s1 (centres undefined)	-6.1	?	43.1%	nt	-12.6	5.2%	-3.5%
Cc1c(C(=O)Nc2cccc3cccnc23)oc2ccccc12	9.6	25.0%	-17.1%	?	17.7	-2.6%	-13.4%
O=C(O)c1cc(-c2ccc3c(c2)OCO3)nc2ccccc12	-1.4	nt	-10.2%	8.28µM*	-5.1	5.0%	-13.7%
Cc1cc(OCCCC(=O)NC2=NCCS2)ccc1Cl	16.1	5.2%	-23.1%	nt	-13.8	9.3%	3.5%
Cc1ccc(S(=O)(=O)NCC(=O)OC(C)C(=O)c2ccccc2)cc1 (centres undefined)	nt	8.1%	-30.2%	2.1%	nt	nt	-7.9%
CCN(CC(=O)Nc1cc(Cl)ccc1C)C(=O)CN1C(=O)NC2(CCCC2)C1=O	nt	12.9%	-9.3%	3.4%	nt	nt	-8.9%
Cc1c(NC(=O)COC(=O)C2(c3ccc(F)cc3)CCCC2)c(=O)n(-c2ccccc2)n1C	-2.5	0.0%	-10.6%	3.8%	-1.2	6.6%	-2.3%
CCCN1C(=O)c2ccc(C(=O)Nc3cc(C)ccc3O)cc2C1=O	55.9*	-8.6%	-17.1%	-21.3%	139.0*	-5.6%	-24.8%
COc1cccc2c(=O)n(CC(=O)Nc3ccccc3)ccc12	6.6	24.3%	50.1µM*	45.9%[activator]	11.0	-1.2%	2.6%
O=C(NCCCO)c1ccc2nc(-c3ccco3)c(-c3ccco3)nc2c1	9.4	7.7%	-38.9%[11.4 µM]	54.5%[activator]	-7.0	-13.9%	?
C/C(CCC(C)C)=N\NC(=S)Nc1cc(S(=O)(=O)N2CCOCC2)ccc1N1CCOCC1	6.4	?	-2.8%	?	-14.4	1.6%	-11.4%
S=c1[nH]nc(-c2ccccn2)n1/N=C/c1ccc(Cl)cc1	-3.1	?	-18.6%	20.1%	-4.4	10.1%	?
COc1ccccc1CCNC(=O)C(=O)NCC1OCCCN1S(=O)(=O)c1ccc(F)cc1C (centres undefined)	-2.2	-27.8%	93.7%[activator]	?	-3.7	-0.8%	-0.1%
CC(C)NS(=O)(=O)c1ccc(OCC(=O)N2CCN(C)CC2)cc1	7.4	nt	-3.3%	?	10.4	2.3%	3.0%
Cc1ccc(C)c(OCCOCCN2CC(C)OC(C)C2)c1C (centres undefined)	7.6	nt	61.1%[activator]	?	-16.2	-1.7%	-5.9%
Cc1noc(C(=O)N2CCN(c3ccccc3)CC2)c1Cl	-1.7	15.0%	-13.0%	36.9%[activator]	-2.3	-1.2%	-3.3%
Cc1ccc2cc(CCNC(=O)C(=O)c3c[nH]c4ccccc34)c(=O)[nH]c2c1	7.1	9.28µM*	-6.2%	?	-3.8	0.6%	0.8%
Cc1ccc(OCC(=O)N2CCCc3ccccc32)cc1	19.4	?	-17.4%	-2.3%	32.6*	-1.3%	3.6%
Cc1cc(Cl)ccc1OCC(=O)Nc1ccncc1	27.0*	0.3%	-12.5%	?	nt	-0.1%	-20.6%
CC1CN(CC(=O)NN=C(c2ccccc2)c2ccccc2)CC(C)O1 (centres undefined)	0.9	?	18.7%	-17.9%	15.4	0.8%	1.0%
CCCCn1c(Oc2ccc(C(=O)OC)cc2)nc2c1c(=O)n(C)c(=O)n2C	-5.7	12.6%	-15.8%	-11.7%	-7.0	10.6%	-5.8%
Cc1cc(C)n2nc(CNS(=O)(=O)c3ccc(CC(C)C)cc3)nc2n1	-2.9	27.4%	-3.0%	103.3%[activator]	-0.2	-0.3%	-5.6%
CCCCOc1ccc(C(=O)N/C(=C/c2cccc([N+](=O)[O-])c2)C(=O)O)cc1	4.0	0.0%	0.2%	18.6%	-3.8	0.7%	0.4%
O=S(=O)(NCc1ccccn1)C(F)(F)F	-0.1	?	28.8%	?	1.2	0.7%	-0.3%
COc1ccc(S(=O)(=O)n2nc(OC(=O)C3CCCCC3)cc2N)cc1	-2.3	30.2%[activator]	-34.1%	-56.1%	-13.2	2.7%	-6.4%
Cc1nn(-c2ccccc2)c(Cl)c1C(=O)NC1CCCCC1	14.8*	-20.2%	10.3%	93.4%[activator]	8.5	3.4%	-8.1%
CC(C)CC(c1nnnn1CC1CCCO1)N1CCN(C2CCCC2)CC1 (centres undefined)	-3.3	5.6%	-29.7%	?	-9.0	4.2%	-8.9%
Cn1c(N)c(Sc2ccc(F)cc2)c(=O)n(C)c1=O	-1.9	-26.6%	-10.5%	-12.3%	-8.7	0.0%	-9.2%
Cc1sc(=NC(=O)c2ccco2)n(C)c1-c1ccc(Cl)cc1	3.2	?	-15.7%	10.4µM*	46.9	0.5%	0.3%
COc1ccc(S(=O)(=O)/N=C2\C=C(NS(=O)(=O)c3ccccc3)C(=O)c3ccccc32)cc1	13.7	?	-53.8%	-10.4%	61.3*	-9.0%	0.0%
O=C(c1ccccc1)C1CCN(C(=O)c2ccco2)CC1	8.3	66.6%[activator]	-11.8%	44.6%[activator]	25.0	4.2%	1.3%
COc1ccc(C(=O)NCCn2cc(SCC(=O)NCC3CCCO3)c3ccccc32)cc1 (centres undefined)	2.5	?	29.4%	-21.6%	-2.9	4.4%	-6.3%
O=C(NCC1COc2ccccc2O1)C1CCN(S(=O)(=O)c2cccc3nsnc23)CC1 (centres undefined)	-1.6	1.0%	2.6%	?	-5.9	-1.9%	0.0%
CCCc1nnc(NC(=O)c2nc(S(=O)(=O)Cc3cccc(C)c3)ncc2Cl)s1	52.1*	-6.1%	-17.6%	?	67.9*	-0.4%	2.9%
CC(C)Oc1ccc(C(=O)OCC(=O)NCCNC(=O)COC(=O)c2ccc(OC(C)C)cc2)cc1	-3.8	?	-35.2%	13.1µM*	-19.2	-7.5%	4.5%
Cc1ccccc1C(=O)c1c[nH]c(C(=O)N=CN(C)C)c1	-2.4	12.2%	-15.1%	11.7%	-13.0	-3.1%	-2.7%

A second format for some results above:
> Cc1ccc2cc(CCNC(=O)C(=O)c3c[nH]c4ccccc34)c(=O)[nH]c2c1
  Cycloheximide cs: 7.1; Pf growth 48h: 9.28µM*; AmpC no deterg: -6.2%; Pf growth 96h: ?; Shiga inhibitor: -3.8; LmPK inhibitor: 0.6%; Tb PYK inh: 0.8%
> Cc1ccc(OCC(=O)N2CCCc3ccccc32)cc1
  Cycloheximide cs: 19.4; Pf growth 48h: ?; AmpC no deterg: -17.4%; Pf growth 96h: -2.3%; Shiga inhibitor: 32.6*; LmPK inhibitor: -1.3%; Tb PYK inh: 3.6%
> Cc1cc(Cl)ccc1OCC(=O)Nc1ccncc1
  Cycloheximide cs: 27.0*; Pf growth 48h: 0.3%; AmpC no deterg: -12.5%; Pf growth 96h: ?; Shiga inhibitor: nt; LmPK inhibitor: -0.1%; Tb PYK inh: -20.6%
> CC1CN(CC(=O)NN=C(c2ccccc2)c2ccccc2)CC(C)O1 (centres undefined)
  Cycloheximide cs: 0.9; Pf growth 48h: ?; AmpC no deterg: 18.7%; Pf growth 96h: -17.9%; Shiga inhibitor: 15.4; LmPK inhibitor: 0.8%; Tb PYK inh: 1.0%

(list continues)
SMILES	Cycloheximide cs	Pf growth 48h	AmpC no deterg	Pf growth 96h	Shiga inhibitor	LmPK inhibitor	Tb PYK inh
CCCSc1nnc2n(-c3ccccc3OC)c(=O)c3c4c(sc3n12)CCC4	-1.2	-3.5%	1.5%	-2.9%[5.75 µM]	-19.3	6.0%	0.7%
O=C(Cn1c(S(=O)(=O)Cc2ccccc2)nc2ccccc21)N1CCCCC1	-3.2	nt	-8.1%	?	16.7	6.0%	-1.5%
CO/N=C/C(C#N)=C/c1ccc(OC)cc1	43.4*	47.9%[activator]	-12.3%	85.7%[activator]	60.8*	0.1%	-2.2%
COc1ccc(NS(=O)(=O)c2cc(C(=O)N3CCN(C/C=C/c4ccccc4)CC3)ccc2C)cc1	nt	11.7µM*	71.8%[activator]	?	nt	nt	5.6%
CC(C)C(NCc1c(Cl)cccc1Cl)C(=O)O (centres undefined)	-4.0	13.6%	-30.0%	?	-5.6	1.8%	1.9%
Cc1cc(C)n(CC(C)NC(=O)c2cc(COc3ccc(F)c(F)c3)on2)n1 (centres undefined)	18.7*	0.4%	111.1%[activator]	?	28.2*	-1.4%	2.4%
CC(C)CNC(=O)C(=O)N/N=C/c1cccs1	27.8*	-9.6%	-7.2%	0.0%	45.8	-4.6%	2.6%
COc1ccc(C(=O)N2CCOCC2)cc1Br	6.7	8.0%	-13.5%	nt	12.5	-10.0%	0.2%
CCN(CC)S(=O)(=O)c1ccc2c(c1)c(=O)c(C(=O)NCCN(C)CCc1ccccc1)cn2C	-2.6	?	19.9%	?	-6.0	8.5%	-14.9%
Cc1ccc(-c2cc(C(=O)N3CCN(C(=O)c4ccco4)CC3)[nH]n2)cc1C	8.5	-15.0%	14.0%	62.3%[activator]	19.7	-2.3%	3.3%
COC(=O)CNC(=O)COc1ccccc1	-1.3	nt	-9.9%	-17.3%	-13.8	1.4%	2.4%
O=C1CN(C(=O)OCc2ccccc2)c2ccccc2N1	26.2*	59.7%[activator]	-15.3%	?	69.3	3.3%	0.1%
Cc1cc(C(=O)N2CCOCC2)ccc1[N+](=O)[O-]	-4.6	-3.6%	90.1%[activator]	34.0%[activator]	3.5	3.2%	-3.2%
CCN1CCN(Cc2cc3c(cc2[N+](=O)[O-])OCO3)CC1	-1.5	19.6%	-10.1%	-3.5%	-14.4	2.9%	-2.1%
COc1cc(C(=S)N2CCCCC2)ccc1OCC(=O)Nc1ccc(F)cc1	8.8	0.0%	-3.2%	-14.1%	18.4	4.8%	25.5%
COc1ccc(-c2cc(C(=O)N3CCCCC3)c3ccccc3n2)cc1	nt	5.5%	36.6%	-84.2%	nt	nt	3.8%
COc1ccc(/C=C(\C#N)C(=O)OCC(=O)NCc2ccco2)cc1	-0.9	-21.6%	-26.4%	?	-22.3	-7.4%	-1.3%
CCOC(=O)c1csc(NC(=O)c2ccc(C#N)cc2)n1	-0.7	47.1%[activator]	-6.7%	60.0%[activator]	14.1	-5.0%	0.8%
C/C=C/C(=O)OCc1csc(CC(=O)Nc2ccccc2C)n1	7.7	24.7%	1.2%	-7.2%	-12.5	-6.3%	-1.1%
Cc1noc(C)c1C(=O)NCCc1ccc(Cl)cc1	-1.7	0.0%	-5.3%	nt	16.7	2.4%	?
O=C(c1cccc([N+](=O)[O-])c1)N1CCN(Cc2ccc3c(c2)OCO3)CC1	-1.9	11.9%	53.6%	49.2%[activator][5.75 µM]	-12.8	1.6%	-3.6%

Assay outcomes as filed in PubChem.
